cytoskel mod: cytoskeleton assembly modification. HUVEC TNFa F-actin phalloidin imaging, high content. inhibition, % at 2 µM. hit rate 0.18% among 91,000. AID 836;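 active = inhibition above the batch mean plus 3 SD and confirmed as a hit by visual image inspection, cut at about 30% in these data, passing the limit was not always enough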; note: strong numbers were not always called active
TNFa cytotox: HUVEC cytotoxicity counter-screen, TNF alpha stimulated; hit rate 0.17% among 93,000; HUVEC TNFalpha-stimulated, Hoechst cell count, imaging; cell count reduction, % at 2 µM; AID 848;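 active = cell count reduction exceeding the screen mean by over 5 SD, scaled to untreated wells per plate, cut at about 78% in these data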;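 note: cells counted after 24 h of TNF alpha exposure following the 1 h pretreatment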
HUVEC tox IL1B: HUVEC cytotoxicity counter-screen, IL-1B stimulated; HUVEC cell count loss, Hoechst imaging; cell count reduction, % at 2 µM; hit rate 0.41% among 94,000; AID 845;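 active = cell count reduction more than 3 SD above the screen-wide mean, cut at about 70% in these data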;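 note: normalized per plate to untreated control cells as the no-loss baseline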
VCAM1 TNFa inh: reduces TNF alpha induced VCAM1 expression in HUVEC; AID 802; HUVEC TNFa-induced VCAM-1 immunofluorescence, high-content imaging; inhibition, % at 2 µM; hit rate 0.48% among 95,000;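 active = inhibition above the batch mean plus 3 SD, with images confirmed as a hit by eye, cut at about 37% in these data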;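 note: 0% = TNF-stimulated DMSO wells and 100% = unstimulated control wells; not every result past the cut was called active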
H69AR inhibit: blocks growth of human H69AR lung tumor cells. H69AR lung tumor viability, ATP luminescence, 72 h; hits give low values. viability, % at 10 µM. hit rate 6% among 85,000. AID 598;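 active = viability at or below 40%; inactive = viability above 40%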;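 note: multidrug resistant small cell line overexpressing MRP-1 efflux transporter; 100% = mean luminescence of untreated control wells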
Pyk2 oligo antag: blocks oligomerization of human Pyk2 in cells; Q14289; Q293 cells, Pyk2 FERM NanoBiT luminescence; hits give low values; z-score (the deposit names both 25 µM and 10 µM); hit rate 0.83% among 99,000;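 active = Z-score of -3 or lower, scaled per plate to the spread of control and sample wells; inactive = z-score above -3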;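 note: negative z-score means lost luminescence so less FERM oligomerization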
Target sequence (Q14289 whole entry, looked up): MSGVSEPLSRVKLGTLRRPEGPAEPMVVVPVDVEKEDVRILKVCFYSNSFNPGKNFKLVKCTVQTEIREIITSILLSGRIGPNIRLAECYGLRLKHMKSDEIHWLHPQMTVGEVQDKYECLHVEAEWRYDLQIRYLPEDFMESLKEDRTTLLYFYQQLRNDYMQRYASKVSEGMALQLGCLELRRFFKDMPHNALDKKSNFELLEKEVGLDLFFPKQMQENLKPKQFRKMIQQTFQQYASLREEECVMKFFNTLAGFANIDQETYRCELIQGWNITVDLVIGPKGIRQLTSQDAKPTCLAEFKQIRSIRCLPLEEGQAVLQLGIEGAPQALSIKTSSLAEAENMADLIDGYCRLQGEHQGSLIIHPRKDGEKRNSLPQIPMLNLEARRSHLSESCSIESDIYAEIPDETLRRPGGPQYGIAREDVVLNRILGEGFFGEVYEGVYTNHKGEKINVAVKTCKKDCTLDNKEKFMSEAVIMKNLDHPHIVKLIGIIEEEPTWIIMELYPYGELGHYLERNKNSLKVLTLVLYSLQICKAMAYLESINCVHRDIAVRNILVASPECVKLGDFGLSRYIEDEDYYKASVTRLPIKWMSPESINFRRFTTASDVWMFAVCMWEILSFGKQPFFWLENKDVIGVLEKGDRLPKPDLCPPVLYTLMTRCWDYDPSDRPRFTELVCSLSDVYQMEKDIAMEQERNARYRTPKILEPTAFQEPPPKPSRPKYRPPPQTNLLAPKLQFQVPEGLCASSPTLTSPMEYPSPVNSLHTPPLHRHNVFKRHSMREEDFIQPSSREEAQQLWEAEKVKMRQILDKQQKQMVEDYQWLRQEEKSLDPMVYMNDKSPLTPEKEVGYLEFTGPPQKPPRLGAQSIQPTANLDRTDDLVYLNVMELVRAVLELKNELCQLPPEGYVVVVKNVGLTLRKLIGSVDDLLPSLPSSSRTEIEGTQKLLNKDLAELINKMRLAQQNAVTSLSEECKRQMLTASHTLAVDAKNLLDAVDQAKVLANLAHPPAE
Smad3 inh: blocks human Smad3 binding to FoxH1 peptide; hit rate 0.29% among 88,000; inhibition, % at 25 µM; TR-FRET Smad3/Dy647-FoxH1 peptide binding, europium anti-His; P84022;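 active = compounds that reduce the energy-transfer binding signal between the protein and its labelled peptide by more than half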;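 note: 0% = Smad3 plus labelled peptide maximal FRET and 100% = peptide-only background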
Fibroblast inh: blocks proliferation of human lung fibroblasts. LL 47 human lung fibroblast viability, ATP luminescence; hits give low values. viability, % at 10 µM. hit rate 1.1% among 85,000. AID 719;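 active = viability at or below 50% in the single dose screen; inactive = viability above 50%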;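 note: compound exposure lasted 72 h before the ATP readout; 100% = median luminescence of untreated cell-only wells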
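Test system: LL 47 human lung fibroblasts / Incubation: 72 h compound exposure at 37 °C after overnight plating / Technique: luminescent ATP detection, CellTiter-Glo / Compound dosing: 0.1% DMSO in all compound wells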
HUVEC inhibit: human endothelial cell proliferation inhibition | hit rate 1.1% among 86,000 | HUVEC proliferation, CellTiter-Glo luminescence, 72 h; hits give low values | viability, % at 10 µM (by protocol);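 active = viability at or below 30%; inactive = viability above 30%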;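 note: 100% = median luminescence of DMSO-only cell control wells on each plate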
An asterisk follows results filed as active; . = not tested or not shown; [ ] = another dose, or the depositor's remark. The list is partial. The share of hits here may be higher or lower than overall.

mol,Pyk2 oligo antag,cytoskel mod,Smad3 inh,VCAM1 TNFa inh,TNFa cytotox,HUVEC inhibit,HUVEC tox IL1B,Fibroblast inh,H69AR inhibit
CCOC(=O)N1CCN(C(=O)CCCn2nc(C)c3sc4ccccc4c3c2=O)CC1,0.64,-31.1,-0.6,9.2,-15.4,104.5,7.3,101.0,60.6
CCCNC(=O)N(C)c1nncnc1C(=O)NC,0.71,-15.2,-4.3,11.6,6.0,93.0,-45.0,96.1,.
COC(=O)C(C)(C)NC(=O)c1cccs1,0.2,-4.2,-5.4,-21.0,-5.1,110.3,7.3,102.3,83.4
COc1ccc(N2CC(C(=O)NCc3ccccc3)CC2=O)cc1 (stereo not drawn),-0.02,.,-8.3,.,.,97.2,.,100.8,110.5
O=C(NCc1ccco1)c1nn2c(C(F)(F)F)cc(-c3cccs3)nc2c1Cl,-0.43,-2.3,18.5[fluorescence artefact?],0.6,-3.9,89.4,12.4,101.5,99.7
FC(F)(F)c1ccccc1C1C2=C(Nc3ncnn31)c1ccccc1CCC2 (stereo not drawn),.,-21.4,.,8.5,0.8,.,-0.6,.,.
CCC(CC)C(=O)Nc1ccc(C)c(O)c1,-0.4,-9.9,.,7.7,4.3,.,-24.2,.,.
O=C(/C=C/c1ccc(F)cc1)NC(=S)Nc1ccccc1C(=O)NC1CCCCC1,0.07,.,.,-13.7,25.3,.,22.1,.,.
O=c1[nH]c2ccc(NC(=S)Nc3ccc(Cl)cc3)cc2[nH]1,0.09,.,-16.2,-2.3,-60.2,93.1,-0.8,93.2,86.1
COc1ccc(N(C(=O)COc2ccccc2OC)S(=O)(=O)c2ccc(C)cc2)cc1,-0.09,4.8,.,-13.9,-8.7,.,8.0,.,.
CC1=C(C(=O)Nc2cc(-c3cccc(F)c3)[nH]n2)C2(CCCCC2)OC1=O,.,.,6.1,.,.,76.5,.,76.3,31.9*
O=C(Cn1c(NCCCO)nc2ccccc21)c1ccco1,1.86,-31.8,-3.2,.,.,98.3,-9.4,102.5,97.5
COC(=O)C1=C(C)NC(=O)C1(NC(=O)CN1CCCC1=O)C(F)(F)F (stereo not drawn),0.03,-12.9,4.0,1.3,-2.2,109.5,4.5,106.4,92.0
COc1cccc(N2C(N)=NC(N)=NC2(C)C)c1,-0.31,-1.5,-6.7,6.8,-7.6,106.5,-5.5,102.4,42.5
Cc1cc(C)nc(SCC(=O)Nc2ccc(S(=O)(=O)NCCO)cc2)n1,0.01,6.5,2.0,-14.3,10.3,76.2,-9.5,98.8,97.3
COc1ccc(OCc2nnc(SCC(=O)N3CCCc4ccccc43)n2-c2ccc(C)cc2)cc1,-2.09,13.7,-4.4,-8.6,7.6,74.7,4.9,94.5,51.8
CCCCCCCCC(=O)N/N=C(\C)c1cccnc1,3.43,14.0,7.9,-0.9,-9.7,103.1,5.2,95.5,96.5
CCOc1cc(NC(=O)c2ccco2)c(OCC)cc1NC(=O)COc1ccccc1C,0.59,0.1,9.3,1.5,-12.2,61.9,-7.9,56.8,19.8*
CCOc1ccc(N2CC(C(=O)NC(C)C)CC2=O)cc1 (stereo not drawn),0.73,19.9,1.0,1.3,-60.2,106.5,-34.1,104.8,94.0
CC1CCc2cc(F)ccc2N1C(=O)c1cc2nc(-c3ccco3)cc(C(F)(F)F)n2n1 (stereo not drawn),-0.03,2.4,16.0,6.5,-16.2,94.6,-24.7,108.4,91.8
O=C(c1ccc(Br)o1)N1CCN(c2ncccn2)CC1,-0.55,.,8.8[fluorescence artefact?],7.4,-76.3,100.2,-6.7,114.9,94.4
O=C(CCS(=O)(=O)Cc1ccccc1)Nc1nc2c(s1)CCCC2,-0.22,0.7,-15.5,10.1,-12.3,60.4,-14.1,62.9,22.3*
CCn1nnc(NC(=O)CSc2ccc(Cl)cc2)n1,1.69,.,0.1,.,.,95.0,.,98.0,102.5
CCOC(=O)c1cccc(NC(=O)CN(c2ccc(OC)cc2)S(=O)(=O)c2c(C)noc2C)c1,-0.99,-15.6,-4.2,-6.9,-11.3,90.4,-17.7,100.3,64.2
CSc1nnc(N(CCC#N)CCC#N)s1,0.46,50.9,-2.8,-0.1,-22.7,93.5,13.7,99.5,106.1

Carrying on.
mol,Pyk2 oligo antag,cytoskel mod,Smad3 inh,VCAM1 TNFa inh,TNFa cytotox,HUVEC inhibit,HUVEC tox IL1B,Fibroblast inh,H69AR inhibit
Cc1cc(C)n(Cc2ccc(F)cc2)c(=O)c1C#N,1.91,2.5,-8.2,5.5,-10.0,96.8,12.2,98.7,101.5
CCC(=O)Nc1cc2nn(-c3ccccc3)nc2cc1Cl,-0.83,7.6,.,10.8,-8.6,.,7.4,.,.
Cc1ccc(-n2c(-c3cc(C)n(C)n3)n[nH]c2=S)cc1,0.53,-3.5,.,1.6,-14.3,.,-19.0,.,.
CCCCC(=O)Nc1ccc(NC(=O)C2CC2)nc1,0.64,7.9,-3.4,-1.6,-29.8,105.5,-2.4,100.0,73.2
Cc1c(NC(=O)C2C3C=CC(C3)C2C(=O)O)c(=O)n(-c2ccccc2)n1C (stereo not drawn),0.36,-6.3,20.5[fluorescence artefact?],-6.5,-14.8,97.6,-105.9,98.5,87.0
CC(=O)Nc1nc2ccc(-c3nc4ccccc4o3)cc2s1,0.65,17.9,.,9.7,-16.3,.,-4.0,.,.
COc1cccc(C2=CC(c3cccs3)n3nnnc3N2)c1 (stereo not drawn),-0.35,7.7,10.3,18.1,-26.0,54.6,-3.6,62.2,14.9*
CC(C)C1(C)C(=O)N=C2c3ccccc3C(=O)N21 (stereo not drawn),0.42,17.5,-10.5,9.4,-24.3,97.0,-19.7,100.7,96.4
CCOC(=O)c1sc(NC(=O)CSc2nnc(-c3ccc(OC)cc3)n2CCOC)nc1C,0.53,-9.9,-2.0,3.2,13.5,86.5,5.2,99.9,71.6
COCCN(C(=O)COc1ccc(Cl)cc1)c1nnc(-c2cccnc2)s1,0.4,9.8,5.7[fluorescence artefact?],3.7,-32.7,77.8,19.6,100.6,86.6
CCCCOCCCNS(=O)(=O)Cc1ccccc1,-1.02,-13.3,6.6,-12.1,-12.4,85.7,23.1,97.0,91.3
COc1ccccc1OCc1nc(C#N)c(N2CC(C)CC(C)C2)o1 (stereo not drawn),.,2.8,-9.2,2.2,-15.6,118.8,5.6,99.8,77.9
CC1CCc2c(sc3nc4n(c(=O)c23)CCS4)C1 (stereo not drawn),-0.45,7.2,4.2,2.4,29.9,90.1,36.4,104.0,80.8
COC(=O)/C=C1\C(=O)N(c2nc3ccc(OC)cc3s2)C(=S)N1c1ccc(F)cc1,.,8.2,.,15.5,-6.7,.,-23.6,.,.
COc1ccc(-n2c(SCC(=O)NCc3ccco3)nnc2-c2c[nH]c3ccccc23)cc1,.,9.4,16.2,25.3,0.9,98.7,-11.1,96.1,63.5
COc1ccc(CCNC(=O)c2[nH]c(C)c(C(C)=O)c2C)cc1OC,0.66,-23.9,0.6,7.3,1.7,99.9,33.3,94.8,82.3
CC(CCN(C)C)OC(=O)c1ccc(C(C)c2ccccc2)o1 (stereo not drawn),0.43,32.7,-3.8,8.2,-49.8,87.9,-33.6,97.6,93.3
CCN(C(=O)Cc1cccs1)c1nnc(-c2cccnc2)s1,-0.13,14.1,9.7,16.9,-6.9,101.3,-0.7,102.3,89.1
O=C(c1ccco1)N1CCN(c2nnc(-c3ccccc3)c3ccccc23)CC1,-0.66,5.5,22.9,20.4,-12.9,89.5,-10.7,99.6,55.6
O=C(NCCN1C(=O)CSC1=O)C1CC(=O)N(c2ccccc2)C1 (stereo not drawn),0.03,5.6,-0.8,9.5,4.5,94.8,19.1,101.9,92.1
COC(=O)c1ccc(NC(=O)CSCC(=O)OCC(=O)c2ccc(Br)cc2)cc1,0.07,-33.8,.,-9.2,14.4,.,8.3,.,.
Cc1cc(NC(=O)c2c([N+](=O)[O-])c(C)nn2C)no1,-0.44,0.1,.,10.1,-43.0,.,-5.8,.,.
O=C1c2oc3ccccc3c(=O)c2C(c2ccc(Br)cc2)N1c1ncccn1 (stereo not drawn),.,.,-36.2[fluorescence artefact?],.,.,101.7,.,107.0,72.6
COc1cccc(N=Cc2c(O)n(-c3cccc(C)n3)c(=O)c3ccccc23)c1,-1.06,-15.4,2.5,16.0,8.5,79.0,-6.8,115.9,72.8
CCSCc1nnc(SCC(=O)c2ccc(OC)cc2)n1C,0.26,-8.9,7.8,-37.3,12.0,93.8,-14.8,100.9,78.8

(list continues)
mol,Pyk2 oligo antag,cytoskel mod,Smad3 inh,VCAM1 TNFa inh,TNFa cytotox,HUVEC inhibit,HUVEC tox IL1B,Fibroblast inh,H69AR inhibit
N#Cc1nc(N2CCCCC2)nc(N2CCOCC2)n1,-0.13,-2.0,9.5,15.8,8.6,100.2,-75.7,81.1,85.4
CCC(C)NC(=O)CSC1=Nc2ccccc2C2=NC(CC(=O)NCc3ccc(F)cc3)C(=O)N12 (stereo not drawn),0.71,-30.4,7.6,5.0,0.9,88.2,2.9,113.3,99.2
Nc1c(-c2ccccc2)cnn1-c1cccc([N+](=O)[O-])c1,-0.75,-30.6,.,-9.8,-4.3,.,-4.7,.,.
CCOc1ccc2nc(SCC)[nH]c2c1,-0.2,-20.1,3.4,7.5,1.7,99.6,-20.0,96.5,97.8
Cc1cc(C)n(-c2nc3ccccc3nc2NCCc2ccccc2)n1,.,-2.7,1.7,23.5,-8.1,115.2,-18.1,92.3,84.2
O=C(CSc1nc2sc3c(c2c(=O)n1-c1ccccc1)CCCC3)NCc1ccco1,.,-2.1,.,16.0,-20.3,.,9.5,.,.
CC(=O)N1CN(C2CCCC2)Cc2c1sc1c2CCCC1,0.11,-4.0,4.1,-10.2,-11.7,93.5,-41.6,94.6,102.5
Cc1ccc(NC2=NC(c3ccco3)n3c(nc(C)cc3=O)N2)c(C)c1 (stereo not drawn),.,.,-16.0,.,.,99.0,.,106.6,98.0
COc1ccc(C)cc1NC(=O)COC(=O)C1CC1,0.04,-20.5,.,-55.9,12.3,.,3.7,.,.
O=C(CCn1c(=O)oc2ccccc21)N1CCN(c2ccc(F)cc2)CC1,.,.,-2.0,.,.,88.0,.,93.7,95.7
O=C(NCCO)c1ccc(Cl)c(Cl)c1,0.36,.,0.0,.,.,104.2,.,102.4,96.3
CCCOC(=O)C1C2C=CC(C3CC23)C1C(=O)OCC(=O)c1ccccc1 (stereo not drawn),-0.65,16.6,.,-12.6,-30.9,.,2.2,.,.
Cc1ccc(OS(=O)(=O)c2ccccc2)c(/C=N/N=C2\NC(=O)C(C)S2)c1 (stereo not drawn),-1.31,8.3,-0.5,-22.6,-15.0,79.2,10.2,91.9,63.8
CSCCC(NS(=O)(=O)c1ccc(Cl)cc1)C(=O)OCC(=O)NC1CC1 (stereo not drawn),0.49,16.7,-13.0,7.8,-9.0,97.7,2.0,99.1,100.1
NC(=O)NCc1cccc(Cl)c1,0.67,-3.4,.,12.2,-6.0,.,3.3,.,.
CCOC(=O)c1ccc(Nc2ncnc3c2cnn3C)cc1,0.44,11.6,-6.5,20.7,-22.0,113.3,-14.3,108.8,85.2
COc1ccc(CCCc2nnc(SCC(=O)Nc3nc(C)cs3)n2C)cc1C,1.48,20.1,3.5,10.9,-21.3,85.8,-21.0,100.1,87.7
